# Compound activity: PubChem BioAssay, National Center for Advancing Translational Sciences (NCATS)
# BLM helicase inh – qHTS Assay for Inhibitors of Bloom's syndrome helicase (BLM). 0.2% of 350,000 active. recombinant BLM DNA unwinding, fluorescence dequenching. Potency, µM (doses to about 56.1 µM), inactives show at the highest dose activity change, negative = inhibition, actives largely listed as inhibitors. RecQ-like DNA helicase BLM (Homo sapiens), P54132. AID 2528, 2010;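 note: plate controls were vehicle for no effect and no enzyme for full effect; nearly all actives have a fitted effect of over 35% in size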
# BAZ2B inh – qHTS Assay for Inhibitors of BAZ2B; Bromodomain adjacent to zinc finger domain protein 2B (Homo sapiens), Q9UIF8; AlphaScreen BAZ2B-H3K14Ac peptide displacement; Potency, µM (top dose mostly 114 µM), for inactives: at the highest dose activity change, negative = inhibition, usual class: inhibitors; 4.4% of 360,000 active; note: % is set by controls: 0 for no effect and ±100 for the full control effect; nearly all actives have a fitted effect of over 60% in size
#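 BAZ2B 50 nM plus b-H3(5-23)K14Ac 50 nM, PBS pH 7.4/0.01% Tween-20, 30 min RT; compound added (max 110 uM), 30 min RT; streptavidin donor/Ni-chelate acceptor beads 10 ug/mL final, 20 min dark; AlphaScreen read.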
# Pol eta inh – qHTS for Inhibitors of Polymerase Eta | DNA polymerase eta (Homo sapiens), Q9Y253 | recombinant Pol eta, fluorescent DNA replication assay | Potency, µM (titrated, usually from 114 µM), for inactives: top-dose activity change, negative = inhibition, usual class: inhibitors | 1.2% of 390,000 active; note: % is set by controls: 0 for no effect and ±100 for the full control effect
# Target sequence (Q9Y253 whole entry, looked up): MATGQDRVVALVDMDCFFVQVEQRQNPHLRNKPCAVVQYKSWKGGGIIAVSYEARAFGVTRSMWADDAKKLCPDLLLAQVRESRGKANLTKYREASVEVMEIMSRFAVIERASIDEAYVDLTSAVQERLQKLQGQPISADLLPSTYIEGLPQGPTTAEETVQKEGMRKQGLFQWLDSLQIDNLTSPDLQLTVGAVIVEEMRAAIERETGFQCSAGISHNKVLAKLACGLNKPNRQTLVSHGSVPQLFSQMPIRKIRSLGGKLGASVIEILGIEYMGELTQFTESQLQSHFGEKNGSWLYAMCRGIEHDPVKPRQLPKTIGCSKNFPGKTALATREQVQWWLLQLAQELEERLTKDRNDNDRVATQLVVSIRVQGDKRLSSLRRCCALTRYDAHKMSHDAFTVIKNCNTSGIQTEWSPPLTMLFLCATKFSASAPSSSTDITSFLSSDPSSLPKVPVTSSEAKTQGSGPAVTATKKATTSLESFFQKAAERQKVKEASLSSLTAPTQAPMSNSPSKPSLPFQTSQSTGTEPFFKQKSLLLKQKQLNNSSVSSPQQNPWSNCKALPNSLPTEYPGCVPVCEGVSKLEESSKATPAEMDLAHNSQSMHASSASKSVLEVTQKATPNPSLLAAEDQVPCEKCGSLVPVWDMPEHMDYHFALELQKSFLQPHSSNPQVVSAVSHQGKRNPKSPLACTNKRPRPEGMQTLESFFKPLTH
#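 Pol eta (10 nM) was preincubated with compounds for 15 min at room temperature, after which fluorescent replication substrate (50 nM final) was added to start the reaction. Fluorescence was read kinetically at 0 and 10 min.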
# APE1 inh – qHTS Assay for Inhibitors of the Human Apurinic/apyrimidinic Endonuclease 1 (APE1); DNA repair nuclease/redox regulator APEX1 (Homo sapiens), P27695; recombinant APE1, TAMRA/BHQ-2 abasic DNA cleavage fluorescence; Potency, µM (doses to about 65.8 µM), inactives show top-dose activity change, negative = inhibition, usual class: inhibitors; 0.35% of 350,000 active; AID 2517, 2012;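 note: plate controls were vehicle for no effect and reference inhibitor for full effect; nearly all actives have a fitted effect of over 55% in size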
#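 Incision of a quenched TAMRA/BHQ-2 THF abasic-site duplex (50 nM) by 0.75 nM APE1, after 15 min compound preincubation, measured as fluorescence increase over three 60 s reads. Values normalized to buffer, DMSO and NSC13755 control wells.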
# JMJD2A Tudor – qHTS Assay for Inhibitors of JMJD2A-Tudor Domain. Lysine-specific demethylase 4A (Homo sapiens), O75164. AlphaScreen JMJD2A-Tudor / H3K4me3 peptide binding. Potency, µM (titrated, usually from 114 µM), for inactives: top-dose activity change, negative = inhibition, usual class: inhibitors. 4.4% of 390,000 active. AID 504339, 2011; note: % is set by controls: 0 for no effect and ±100 for the full control effect; nearly all actives have a fitted effect of over 50% in size
# Pol kappa inh – qHTS for Inhibitors of Polymerase Kappa | purified Pol kappa, fluorescent DNA synthesis assay, 10 min | Potency, µM (top dose mostly 107 µM), without a hit: at the top dose activity, negative = inhibition, usual class: inhibitors | 0.53% of 400,000 active; note: % is set by controls: 0 for no effect and ±100 for the full control effect
#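 Kinetic fluorescence screen: compound preincubated 15 min RT with 10 nM enzyme; 50 nM substrate (final) initiates; reads at 0/10 min.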
# G9a block – qHTS Assay for Inhibitors of Histone Lysine Methyltransferase G9a. Potency, µM (doses to about 102 µM), inactives show at the top dose activity, negative = inhibition, usual class: inhibitors. G9a H3K9 monomethylation, AlphaScreen, 2 h. 8.8% of 350,000 active. Histone-lysine N-methyltransferase EHMT2 (Homo sapiens), Q96KQ7; note: % is set by controls: 0 for no effect and ±100 for the full control effect; nearly all actives have a fitted effect of over 75% in size
# Target sequence (Q96KQ7 913-1193 limits assumed): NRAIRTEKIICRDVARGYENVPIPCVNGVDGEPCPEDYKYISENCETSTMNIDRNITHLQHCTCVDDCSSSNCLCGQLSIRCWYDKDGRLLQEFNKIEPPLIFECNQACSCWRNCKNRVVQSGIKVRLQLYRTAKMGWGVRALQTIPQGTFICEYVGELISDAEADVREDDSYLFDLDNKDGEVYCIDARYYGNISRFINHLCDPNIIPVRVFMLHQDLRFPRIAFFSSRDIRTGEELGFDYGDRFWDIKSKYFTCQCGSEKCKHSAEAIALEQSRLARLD
#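 Compounds were preincubated with 20 nM G9a for 15 min, after which biotinylated H3K9 peptide (500 nM) and SAM (20 uM) started a 2 h room-temperature reaction. Monomethylated product was quantified by antibody-based AlphaScreen chemiluminescence.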
# Pol iota inh – qHTS for Inhibitors of Polymerase Iota. DNA polymerase iota (Homo sapiens), Q9UNA4. Potency, µM (top dose mostly 115 µM), inactives show at the highest dose activity, negative = inhibition, usual class: inhibitors. AID 588590, 2011. 1% of 390,000 active. Pol iota fluorescent replication assay, 10 min
#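 Pol iota at 10 nM preincubated 15 min with compounds at room temperature; reaction started with fluorescent substrate, 50 nM final. Fluorescence read kinetically at 0 and 10 min; buffer-only wells as negative control.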
# Pol beta inh – qHTS Assay for Inhibitors of DNA Polymerase Beta | P06746 | Pol beta primer extension/strand displacement, fluorescence kinetic | Potency, µM (top dose mostly 114 µM), without a hit: top-dose activity change, negative = inhibition, actives largely listed as inhibitors | 1.3% of 340,000 active; note: % is set by controls: 0 for no effect and ±100 for the full control effect
#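 Homogeneous kinetic assay of primer extension and strand displacement by 10 nM Pol beta, preincubated 15 min at room temperature with compound before 50 nM substrate (final) was added. Read at 0 and 10 min; four-parameter Hill fit.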
# Starred values were filed as active, the others as inactive; ? = inconclusive; / = not tested or not shown; [ ] = dose if it differs, or a comment. Calls come from the whole dose curve; as a rule, active = well fitted curve in the direction sought with a large enough effect; inconclusive = small, poorly fitted or top-dose-only effect, or another doubt; inactive = no such curve, though single readings can be large; an effect the other way counts as inactive or inconclusive. Potency is the fitted concentration of half-maximal effect.
# Codes – A = BLM helicase inh; B = BAZ2B inh; C = Pol eta inh; D = APE1 inh; E = JMJD2A Tudor; F = Pol kappa inh; G = G9a block; H = Pol iota inh; I = Pol beta inh
CCc1ccc(Nc2cc(C)nc3nc(C)nn23)cc1
  A: 1%	B: -5%	C: -2%	D: 2%	E: -17%	F: 11%	G: -13%	H: -5%	I: -1%

COc1cc(C2NC(=S)NC(O)(C(F)(F)F)C2C(=O)c2cccs2)cc(OC)c1O (stereo unspecified)
  A: 2%	B: -2%	C: -23%	D: 1%	E: -8%	F: -9%	G: 79µM*	H: 5%	I: -21%

CC(=O)Nc1ccc(S(=O)(=O)N(C)c2nc3ccccc3nc2Cl)cc1
  A: -11%	B: -15%	C: -12%	D: 30%	E: -14%	F: -4%	G: -2%	H: 28%	I: 43%

O=C(Oc1cccc(N2C(=O)CCC2=O)c1)C1CC(=O)N(c2ccc(Br)cc2)C1 (stereo unspecified)
  A: -3%	B: 10%	C: -7%	D: 25%	E: -1%	F: -5%	G: ?	H: 1%	I: 12%

CC1OC(Nc2ccc(N=Nc3ccccc3)cc2)C(O)C(O)C1O (stereo unspecified)
  A: -5%	B: /	C: -7%	D: ?	E: ?	F: 4%	G: -40%	H: 23%	I: -2%

O=C1CC(c2ccccc2)Cc2nc3nc(C(F)(F)F)nn3cc21 (stereo unspecified)
  A: 1%	B: -2%	C: -9%	D: 4%	E: 2%	F: -1%	G: 23%[12.7 µM]	H: 31%	I: -17%

CCCOc1ccc(Cn2c(O)cc(=O)[nH]c2=O)cc1
  A: -2%	B: -37%	C: -5%	D: -6%	E: -26%	F: -2%	G: ?	H: 22µM*	I: 0%

CCCCC(=O)NCc1ccc(F)cc1
  A: 0%	B: 9%	C: -14%	D: 3%	E: -18%[57.1 µM]	F: -18%	G: 13%[59 µM]	H: 7%	I: 33%

Fc1ccc(/C=N/NC(=S)Nc2ccc(Cl)cc2Cl)cc1
  A: 1%	B: -5%	C: -14%	D: 14%	E: 5%	F: -2%	G: 37%[59 µM]	H: 6%	I: 81%

CC(C)(C)Nc1nc(SCC(=O)Nc2ccccc2)nc(N2CCOCC2)n1
  A: -7%	B: -27%	C: -2%	D: 4%	E: -26%	F: -11%	G: -35%	H: 63%[activator]	I: -12%

# Compound profiles, as listed above.
# `O=C1CC(c2ccccc2)Cc2nc3nc(C(F)(F)F)nn3cc21` (stereo unspecified) across the screens: BLM helicase inh = 1%; BAZ2B inh = -2%; Pol eta inh = -9%; APE1 inh = 4%; JMJD2A Tudor = 2%; Pol kappa inh = -1%; G9a block = 23%[12.7 µM]; Pol iota inh = 31%; Pol beta inh = -17%
# `Fc1ccc(/C=N/NC(=S)Nc2ccc(Cl)cc2Cl)cc1` across the screens: BLM helicase inh = 1%; BAZ2B inh = -5%; Pol eta inh = -14%; APE1 inh = 14%; JMJD2A Tudor = 5%; Pol kappa inh = -2%; G9a block = 37%[59 µM]; Pol iota inh = 6%; Pol beta inh = 81%

# Next section
# Codes – A = BLM helicase inh; B = BAZ2B inh; C = Pol eta inh; D = APE1 inh; E = JMJD2A Tudor; F = Pol kappa inh; G = G9a block; H = Pol iota inh; I = Pol beta inh
Cc1ccc(SCCN)cc1C
  A: -4%	B: -14%	C: -24%	D: -3%	E: -9%	F: 1%	G: -5%	H: 41%[activator]	I: 39%

O=c1nc2n(c3ccc([N+](=O)[O-])cc13)CCCCC2
  A: 0%	B: -2%	C: -13%	D: -10%	E: 6%	F: -5%	G: 10%	H: 59%[activator]	I: 28%

COc1cc(C(=O)OCC(C)=O)c([N+](=O)[O-])cc1OC
  A: 0%	B: -14%	C: -26%	D: 14%	E: -2%	F: -10%	G: 26%	H: 72%[activator]	I: 4%

CC(c1ccccc1)n1c(N2CCNCC2)nc2c1c(=O)[nH]c(=O)n2C (stereo unspecified)
  A: -2%	B: 10%	C: 1%	D: 17%	E: -5%	F: -11%	G: 9%	H: -16%	I: 27%

Cc1ccc(-n2nc3c(N4CCC(C(=O)N5CCN(C)CC5)CC4)nnc(C)c3c2C)cc1
  A: -5%	B: ?	C: -18%	D: 8%	E: -10%	F: 0%	G: ?	H: -1%	I: 8%

Cc1ccc(S(=O)(=O)N(NC2=NS(=O)(=O)c3ccccc32)C(=O)c2ccccc2)cc1
  A: 2%	B: -5%	C: -12%	D: 12%	E: -25%	F: -4%	G: -18%[59 µM]	H: -12%	I: 5%

O=S1(=O)N=C(N2CCc3ccccc3C2)c2ccccc21
  A: -5%	B: -23%	C: -14%	D: -4%	E: -3%	F: -14%	G: -13%	H: 12%	I: -1%

Nc1c(C(=O)N/N=C/c2cccnc2)cnn1-c1ccccc1
  A: -11%	B: -9%	C: -17%	D: 7%	E: -17%	F: -13%	G: 29%	H: 21%	I: 2%

O=C(CNC(=O)c1ccco1)OC(C(=O)c1ccccc1)c1ccccc1 (stereo unspecified)
  A: 0%	B: -38%	C: -10%	D: -3%	E: -3%	F: -2%	G: 22%[59 µM]	H: 2%	I: 0%

COc1cc(OC)c(NC(=O)C2CCCO2)cc1Cl (stereo unspecified)
  A: 2%	B: -4%	C: -8%	D: 19%	E: 6%	F: 1%	G: 3%[59 µM]	H: -9%	I: -5%

CCOC(=O)c1ccccc1NC(=O)c1nn(-c2ccc(C)cc2)c(=O)n(C)c1=O
  A: 4%	B: 15%	C: -14%	D: /	E: -13%	F: -5%[60.1 µM]	G: 5%[59 µM]	H: 14%	I: 1%

Cn1c(=O)oc2cc(S(=O)(=O)N3CCN(c4cccc(Cl)c4)CC3)ccc21
  A: -3%	B: 5%	C: -13%	D: 1%	E: -13%	F: 1%	G: 11%[59 µM]	H: 4%	I: 2%

O=C(CCl)Nc1cn(-c2ccccc2)nc1-c1ccccc1
  A: -16%	B: 4%	C: -31%	D: -10%	E: 0%	F: -8%	G: 6%	H: -2%	I: 12%

CC1(C)N=C(SCc2ccc(Cl)cc2)c2ccccc2N1
  A: -4%	B: 204%[activator][57.1 µM]	C: -17%	D: /	E: 246%[activator]	F: -10%	G: 53%[activator][59 µM]	H: -5%	I: -14%

CCCCCCC[C@H](N)[C@H](O)C(=O)N(C)[C@@H](CCS(C)=O)C(=O)N[C@@H](Cc1ccc(O)cc1)C(=O)N[C@@H](Cc1ccc(O)cc1)C(=O)O (stereo partly specified)
  A: 11%	B: -18%	C: -9%	D: -8%	E: -18%	F: -17%	G: ?	H: -17%	I: 1%

CCN(CC)CC(C)OC(=O)COc1ccc(OC)cc1 (stereo unspecified)
  A: 1%	B: 6%	C: -7%	D: 2%	E: -27%	F: 3%	G: 1%[59 µM]	H: 3%	I: 4%

COc1cc(C2Nc3ccccc3-c3cc(C)nn32)ccc1O (stereo unspecified)
  A: -3%	B: 9%	C: -16%	D: /	E: -26%	F: 4%	G: 22%[59 µM]	H: 30%	I: 15%

Nc1[nH]c(N=NC(=O)c2ccc(F)cc2)c2ccccc12
  A: -4%	B: ?	C: -1%	D: 2%	E: -23%	F: -15%	G: 8%	H: 22%	I: -23%

CCOC(=O)c1ccc2ncc(C(=O)OCC)c(NCCN3CCOCC3)c2c1
  A: 4%	B: -26%	C: -7%	D: 13%	E: -11%	F: 8%	G: 0%	H: 24%	I: -10%

CN(C)CC(C)(C)CNCc1cc(=O)oc2ccc3ccccc3c12
  A: 7%	B: -1%	C: -16%	D: 24%	E: -5%	F: 0%	G: -8%	H: 7%	I: 6%

O=C(Nc1ccccc1)Nc1ccccc1C(=O)NCc1ccco1
  A: -3%	B: -32%	C: -9%	D: -2%	E: -23%	F: -3%	G: 1%[12.7 µM]	H: -5%	I: -3%

CC(C)=CC(=O)Nc1ccc(Br)cc1
  A: -3%	B: 10%	C: 1%	D: 1%	E: -7%	F: -5%[60.1 µM]	G: -6%	H: ?	I: -1%

O=C(CSc1cccc[n+]1[O-])Nc1cc(S(=O)(=O)N2CCOCC2)ccc1N1CCOCC1
  A: 0%	B: 5%	C: -5%	D: -2%	E: -2%	F: -5%	G: -5%[59 µM]	H: 152%[activator]	I: 9%

Clc1cccc(/C=N/Nc2nc(Cl)nc3ccccc23)c1
  A: 3%	B: -31%	C: -13%	D: -3%	E: -25%	F: -6%	G: /	H: 2%	I: ?

COc1ncccc1-c1nnn(-c2ccccc2)n1
  A: -1%	B: 3%	C: -17%	D: -2%	E: -13%	F: -19%	G: ?	H: -13%	I: 8%

CCOC(=O)CSc1nc2sc3c(c2c(=O)[nH]1)CC(C)(CC)OC3 (stereo unspecified)
  A: -4%	B: 4%	C: -12%	D: -2%	E: -7%	F: -2%	G: 32µM*	H: -9%	I: 0%

CCOc1cc(/C=N/Nc2ccccc2Cl)ccc1OCC(=O)O
  A: -29%	B: ?	C: ?	D: 0%	E: -26%	F: -4%	G: 10µM*	H: 28%	I: ?

C=CCN1C(=O)c2ccc(C(=O)OCC(=O)Nc3ccccc3OC)cc2C1=O
  A: /	B: 0%	C: -22%	D: 15%	E: -11%	F: -15%	G: 3%[12.7 µM]	H: 29%	I: /

CN(C)c1ccc(C(=O)Nc2sc(Nc3ccccc3)nc2C(N)=O)cc1
  A: -14%	B: -2%	C: ?	D: /	E: -22%	F: -3%[60.1 µM]	G: -18%[59 µM]	H: 79µM*	I: ?

COc1ccc(CCNC(=O)COC(=O)C2CCCCC2)cc1
  A: 1%	B: -6%	C: -9%	D: -6%	E: 8%	F: -9%	G: 8%[59 µM]	H: -7%	I: 47%

COC(=O)c1c(SCC(=O)Nc2ccc(C)c(C)c2)nc(=O)[nH]c1C
  A: -1%	B: -18%	C: -19%	D: ?	E: -10%[11.4 µM]	F: -14%	G: 43%[12.7 µM]	H: -24%	I: 1%

CC(=O)Nc1ccc(NC(=O)c2ccc(CSc3ccccc3)o2)cc1
  A: -4%	B: ?	C: 5%	D: -9%	E: -14%	F: -3%	G: 6%	H: 79%[activator]	I: -17%

# A portion of the library; count on the stated rates, not on these rows.
